Assay outcomes (PubChem)
Pol beta inh – DNA polymerase beta (human) inhibition; P06746; Pol beta primer extension/strand displacement, fluorescence kinetic; Potency, µM (doses to about 114 µM), without a hit: top-dose activity change, negative = inhibition, most hits filed as inhibitors; hit rate 1.3% among 340,000; note: % is set by controls: 0 for no effect and ±100 for the full control effect
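Preincubation: enzyme (10 nM) with compound, 15 min, RT. Reaction: substrate added to 50 nM final. Reads: 0 and 10 min. Analysis: normalized, Hill fit.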
BLM inh – inhibitors of human Bloom syndrome helicase BLM | P54132 | recombinant BLM DNA unwinding, fluorescence dequenching | Potency, µM (top dose mostly 56.1 µM), without a hit: top-dose activity change, negative = inhibition, actives largely listed as inhibitors | hit rate 0.2% among 350,000;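 note: plate controls were vehicle for no effect and no enzyme for full effect; nearly all actives have a fitted effect of over 35% in size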
POLH inh – blocks human DNA polymerase eta activity. recombinant Pol eta, fluorescent DNA replication assay. Potency, µM (doses to about 114 µM), inactives show at the highest dose activity change, negative = inhibition, usual class: inhibitors. Q9Y253. hit rate 1.2% among 390,000; note: % is set by controls: 0 for no effect and ±100 for the full control effect
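Pol eta at 10 nM preincubated with compounds 15 min at room temperature; reaction started with fluorescent substrate (50 nM final) and read kinetically at 0 and 10 min.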
G9a inh – inhibitors of human histone lysine methyltransferase G9a | Q96KQ7 | G9a H3K9 monomethylation, AlphaScreen, 2 h | Potency, µM (doses to about 102 µM), without a hit: top-dose activity, negative = inhibition, hits mostly inhibitors | hit rate 8.8% among 350,000; note: % is set by controls: 0 for no effect and ±100 for the full control effect; nearly all actives have a fitted effect of over 75% in size
Target sequence (Q96KQ7 913-1193 limits assumed): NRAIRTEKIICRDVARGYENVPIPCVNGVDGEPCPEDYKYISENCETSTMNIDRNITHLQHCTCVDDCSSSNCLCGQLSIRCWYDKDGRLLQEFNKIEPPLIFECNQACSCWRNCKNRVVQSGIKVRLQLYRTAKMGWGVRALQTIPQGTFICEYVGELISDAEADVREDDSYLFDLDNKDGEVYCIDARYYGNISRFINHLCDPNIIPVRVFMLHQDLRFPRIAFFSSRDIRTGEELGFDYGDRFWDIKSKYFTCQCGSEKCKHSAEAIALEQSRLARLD
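Compounds were preincubated with 20 nM G9a for 15 min, after which biotinylated H3K9 peptide (500 nM) and SAM (20 uM) started a 2 h room-temperature reaction. Monomethylated product was quantified by antibody-based AlphaScreen chemiluminescence.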
POLI inh – blocks human DNA polymerase iota activity; hit rate 1% among 390,000; Pol iota fluorescent replication assay, 10 min; Potency, µM (series often up to 115 µM), for inactives: top-dose activity, negative = inhibition, hits mostly inhibitors; Q9UNA4
Target sequence (Q9UNA4 whole entry, looked up): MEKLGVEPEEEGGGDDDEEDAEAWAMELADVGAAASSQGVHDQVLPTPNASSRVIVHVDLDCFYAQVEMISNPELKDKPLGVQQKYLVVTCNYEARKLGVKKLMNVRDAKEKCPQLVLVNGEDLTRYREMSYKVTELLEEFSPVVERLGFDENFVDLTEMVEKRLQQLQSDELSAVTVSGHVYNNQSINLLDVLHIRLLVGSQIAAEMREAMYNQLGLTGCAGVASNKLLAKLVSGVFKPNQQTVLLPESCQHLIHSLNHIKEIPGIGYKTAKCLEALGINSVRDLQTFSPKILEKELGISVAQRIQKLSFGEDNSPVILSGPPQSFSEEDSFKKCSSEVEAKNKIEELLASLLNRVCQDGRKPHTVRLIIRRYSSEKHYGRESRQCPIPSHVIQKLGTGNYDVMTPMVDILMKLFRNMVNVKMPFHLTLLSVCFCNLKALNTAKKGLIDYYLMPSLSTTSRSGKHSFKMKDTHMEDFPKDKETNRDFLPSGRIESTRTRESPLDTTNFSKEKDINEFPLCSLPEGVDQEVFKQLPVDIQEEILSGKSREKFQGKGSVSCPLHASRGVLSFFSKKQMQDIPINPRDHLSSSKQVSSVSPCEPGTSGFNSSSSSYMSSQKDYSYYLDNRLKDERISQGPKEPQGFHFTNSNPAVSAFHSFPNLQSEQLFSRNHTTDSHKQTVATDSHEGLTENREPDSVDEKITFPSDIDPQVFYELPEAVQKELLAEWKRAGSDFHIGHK
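Pol iota at 10 nM preincubated 15 min with compounds at room temperature; reaction started with fluorescent substrate, 50 nM final. Fluorescence read kinetically at 0 and 10 min; buffer-only wells as negative control.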
Pol kappa inh – blocks human DNA polymerase kappa activity; Q9UBT6; purified Pol kappa, fluorescent DNA synthesis assay, 10 min; Potency, µM (top dose mostly 107 µM), for inactives: at the highest dose activity, negative = inhibition, most hits filed as inhibitors; hit rate 0.53% among 400,000; note: % is set by controls: 0 for no effect and ±100 for the full control effect
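Pol kappa 10 nM + cpd, 15 min RT; start w/ substrate 50 nM final; fluorescence kinetic read, 0 and 10 min. Neg ctrl: buffer, no enzyme.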
APE1 inh – APE1 (human) endonuclease inhibition | P27695 | recombinant APE1, TAMRA/BHQ-2 abasic DNA cleavage fluorescence | Potency, µM (highest dose often 65.8 µM), for inactives: at the top dose activity change, negative = inhibition, usual class: inhibitors | hit rate 0.35% among 350,000;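 note: plate controls were vehicle for no effect and reference inhibitor for full effect; nearly all actives have a fitted effect of over 55% in size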
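Kinetic fluorescence read (525 ex/598 em nm, three reads 60 s apart) of AP-site incision; signal = third minus first read. Enzyme 0.75 nM, dual-labelled THF duplex 50 nM, compound preincubation 15 min RT.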
Anesthetic bind – binds horse apoferritin like a general anesthetic. Potency, µM (series often up to 77.5 µM), for the others: at the highest dose activity change, negative = displacement, usual class: inhibitors. apoferritin/1-aminoanthracene competitive binding, fluorescence. P02791. hit rate 0.074% among 350,000; note: % is set by controls: 0 for no effect and ±100 for the full control effect; nearly all actives have a fitted effect of over 20% in size
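Steps: apoferritin (10 uM) was premixed with half-saturated 1-AMA in PBS, compounds were pin-transferred, plates stood 10 min at room temperature, fluorescence was read at 380/535 nm, and curves were fitted with a Hill equation.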
BAZ2B inh – BAZ2B (human) inhibition. Potency, µM (series often up to 114 µM), without a hit: at the top dose activity change, negative = inhibition, hits mostly inhibitors. Q9UIF8. hit rate 4.4% among 360,000. AlphaScreen BAZ2B-H3K14Ac peptide displacement; note: % is set by controls: 0 for no effect and ±100 for the full control effect; nearly all actives have a fitted effect of over 60% in size
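In this displacement format the biotinylated H3(5-23) peptide acetylated at Lys14 serves as ligand at 50 nM, with BAZ2B at 50 nM in PBS pH 7.4 containing 0.01% Tween-20. Donor and acceptor beads are 10 ug/mL final.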
The depositor's hits bear a star; [ ] = another dose, or the depositor's remark. Calls come from the whole dose curve; as a rule, active = well fitted curve in the direction sought with a large enough effect; inconclusive = small, poorly fitted or top-dose-only effect, or another doubt; inactive = no such curve, though single readings can be large; an effect the other way counts as inactive or inconclusive. Potency is the fitted concentration of half-maximal effect. Some of the compounds tested (hit frequency here may not be typical).

Results for COc1ccc(CNC(=O)C2CCN(S(=O)(=O)Cc3ccccc3)CC2)cc1 ?
Pol beta inh: 14µM*; BLM inh: -2%; POLH inh: -11%; G9a inh: -18%[59 µM]; POLI inh: 7%; Pol kappa inh: -1%; Anesthetic bind: 42%[activator]; BAZ2B inh: inconclusive

How did CCOc1ccc2oc(C(=O)OCC(=O)NC3CCCC3)c(C)c2c1 do in these assays?
POLH inh: -5%; G9a inh: 16%[12.7 µM]; POLI inh: -29%; Pol kappa inh: -10%; APE1 inh: 5%; BAZ2B inh: 3%

How did O=C(NCCc1nc2ccccc2n1Cc1c(F)cccc1Cl)c1ccco1 do in these assays?
Pol beta inh: -8%; BLM inh: -1%; POLH inh: -10%; G9a inh: -30%[59 µM]; POLI inh: 22%; Pol kappa inh: 0%; Anesthetic bind: -11%; BAZ2B inh: -16%

Results for Cn1c(=O)c2c(nc(SCC(=O)c3cccs3)n2Cc2ccc(F)cc2)n(C)c1=O ?
Pol beta inh: 8%; BLM inh: 1%; POLH inh: -6%; G9a inh: -38%; POLI inh: 19%; Pol kappa inh: -5%; APE1 inh: -3%; Anesthetic bind: inconclusive; BAZ2B inh: -10%

Results for CCOc1ccc(NC(=O)CN(C)C(=O)c2ccc(=O)[nH]c2)cc1OCC ?
Pol beta inh: 2%; BLM inh: 2%; POLH inh: -9%; G9a inh: 33%; POLI inh: 9%; Pol kappa inh: -12%; APE1 inh: 9%; Anesthetic bind: 1%; BAZ2B inh: 5%

What do the screens show for `COc1cc(-c2nnc(NC(=O)CCS(=O)(=O)c3ccc(F)cc3)o2)cc(OC)c1OC`?
POLH inh: -8%; G9a inh: -27%; POLI inh: 0%; Pol kappa inh: 4%; APE1 inh: 10%; BAZ2B inh: inconclusive

How did O=C(Cc1ccc([N+](=O)[O-])cc1)N1N=C2CCCCC2C1(O)C(F)(F)F (configuration not stated) do in these assays?
Pol beta inh: 10%; BLM inh: -8%; POLH inh: -2%; POLI inh: 48%[activator]; Pol kappa inh: -12%; APE1 inh: -5%; Anesthetic bind: -4%; BAZ2B inh: -7%

What do the screens show for `Cc1ccc(NC(=S)NCC(C)CSc2ccc(Cl)cc2)cc1` (configuration not stated)?
Pol beta inh: 1%; BLM inh: -9%; POLH inh: 1%; G9a inh: 8%; POLI inh: 30%; Pol kappa inh: -3%; APE1 inh: -1%; Anesthetic bind: 5%; BAZ2B inh: 15%

How did CC(=O)Nc1ccc(S(=O)(=O)Nc2cc(S(=O)(=O)N3CCCCC3)ccc2O)cc1 do in these assays?
POLH inh: 0%; G9a inh: 28µM*; POLI inh: inconclusive; Pol kappa inh: 0%; APE1 inh: -4%; BAZ2B inh: -3%

Results for O=C(COc1ccc2c3c(c(=O)oc2c1)CCCC3)NCc1cccnc1 ?
Pol beta inh: 18%; BLM inh: -8%; POLH inh: -1%; G9a inh: 1%; POLI inh: 18%; Pol kappa inh: 17%; APE1 inh: 2%; Anesthetic bind: -4%; BAZ2B inh: -23%

Results for CC12CCC(C(=O)Nc3ccccc3Br)(C/C1=N\O)C2(C)C (configuration not stated) ?
Pol beta inh: 7%; BLM inh: -2%; POLH inh: -11%; G9a inh: 6%[59 µM]; POLI inh: 16%; Pol kappa inh: -12%; APE1 inh: -1%; Anesthetic bind: -16%; BAZ2B inh: -21%

Results for COc1ccccc1N1CCN(C(c2cccs2)C(C)NS(=O)(=O)c2ccccc2)CC1 (configuration not stated) ?
Pol beta inh: -19%; BLM inh: -13%; POLH inh: -18%; G9a inh: inconclusive; POLI inh: -14%; Pol kappa inh: -13%; APE1 inh: -5%; Anesthetic bind: -3%; BAZ2B inh: -21%

How did CC1CCN(C(=O)c2cc(S(=O)(=O)N3CCCCC3)c[nH]2)CC1 do in these assays?
Pol beta inh: 61%; BLM inh: -1%; POLH inh: -21%; POLI inh: 37%[activator]; Pol kappa inh: -1%; APE1 inh: 1%; Anesthetic bind: -15%; BAZ2B inh: 3%

What do the screens show for `CCc1ccc(CNC(=O)Cc2ccc(NC(=O)N3CCSc4ncccc43)cc2)cc1`?
Pol beta inh: 1%; BLM inh: -1%; POLH inh: -11%; G9a inh: inconclusive; POLI inh: 24%; Pol kappa inh: 1%; Anesthetic bind: -12%; BAZ2B inh: -3%

How did Cc1nnc(SCC(=O)Nc2ccc(F)cc2F)n(N)c1=O do in these assays?
Pol beta inh: 4%; BLM inh: 1%; POLH inh: -12%; G9a inh: 60%[activator]; POLI inh: -6%; Pol kappa inh: -14%; APE1 inh: -8%; Anesthetic bind: -4%; BAZ2B inh: 1%

Results for COc1cc(NC(=O)C2CCN(c3cnccn3)CC2)cc(OC)c1OC ?
Pol beta inh: 11%; BLM inh: -2%; POLH inh: -9%; G9a inh: 60%[activator]; POLI inh: 30%; Pol kappa inh: 0%; APE1 inh: 51%[activator]; Anesthetic bind: -1%; BAZ2B inh: -17%

How did CCCc1c(C(=O)N/N=C/c2ccncc2)nnn1-c1nonc1N do in these assays?
Pol beta inh: 6%; BLM inh: 4%; POLH inh: -15%; G9a inh: 61%[activator]; POLI inh: 28%; Pol kappa inh: -11%; APE1 inh: -4%; Anesthetic bind: 31%; BAZ2B inh: 10%

Results for Cc1cc(C)n2c(SCc3ccc(Br)cc3)nnc2n1 ?
Pol beta inh: 5%; BLM inh: -1%; POLH inh: -6%; G9a inh: 27%; POLI inh: 16%; Pol kappa inh: -5%; APE1 inh: -4%; Anesthetic bind: -23%; BAZ2B inh: 5%

How did CC(=O)N1c2c(cc(Br)cc2S(=O)(=O)N2CCN(c3ccccc3F)CC2)CC1C (configuration not stated) do in these assays?
Pol beta inh: 13%; BLM inh: -11%; POLH inh: -9%; G9a inh: -12%; POLI inh: 87%[activator]; Pol kappa inh: 1%; APE1 inh: 19%; Anesthetic bind: 7%; BAZ2B inh: -12%

How did COCCC(=O)NC12CC3CC(CC(C3)C1)C2 do in these assays?
Pol beta inh: -11%; BLM inh: -1%; POLH inh: 1%; G9a inh: -24%[12.7 µM]; POLI inh: -2%[58.9 µM]; Pol kappa inh: -13%; APE1 inh: -1%; Anesthetic bind: inconclusive; BAZ2B inh: 1%

Results for CC(C)NS(=O)(=O)c1ccc(NC(=O)C(C)OC(=O)C2CCC2)cc1 (configuration not stated) ?
POLH inh: -18%; G9a inh: 2%[12.7 µM]; POLI inh: 11%; Pol kappa inh: -2%; APE1 inh: -2%; BAZ2B inh: -2%

Results for CCn1c(=N)n(CC(=O)c2ccc(OC)c(OC)c2)c2ccccc21 ?
Pol beta inh: 11%; BLM inh: 48%[activator]; POLH inh: -4%; G9a inh: -4%[12.7 µM]; POLI inh: 38%[activator]; Pol kappa inh: -1%; APE1 inh: -1%; Anesthetic bind: -15%; BAZ2B inh: -34%

What do the screens show for `O=S(=O)(NCC1CCN(c2ccc(S(=O)(=O)N3CCOCC3)cc2)CC1)c1ccc(F)cc1`?
Pol beta inh: 47%; BLM inh: -5%; POLH inh: -15%; G9a inh: 19%; POLI inh: 84%[activator]; Pol kappa inh: -7%; APE1 inh: 0%; Anesthetic bind: 9%; BAZ2B inh: -3%

What do the screens show for `O=C(COC(=O)Cc1ccsc1)Nc1cccc(F)c1`?
POLH inh: -7%; G9a inh: 12%[12.7 µM]; POLI inh: -3%; Pol kappa inh: -9%; APE1 inh: 5%; BAZ2B inh: 6%

The last 3 records of the part before lead into the next:
Results for CCn1c(=N)n(CC(=O)c2ccc(OC)c(OC)c2)c2ccccc21 ?
Pol beta inh: 11%; BLM inh: 48%[activator]; POLH inh: -4%; G9a inh: -4%[12.7 µM]; POLI inh: 38%[activator]; Pol kappa inh: -1%; APE1 inh: -1%; Anesthetic bind: -15%; BAZ2B inh: -34%

What do the screens show for `O=S(=O)(NCC1CCN(c2ccc(S(=O)(=O)N3CCOCC3)cc2)CC1)c1ccc(F)cc1`?
Pol beta inh: 47%; BLM inh: -5%; POLH inh: -15%; G9a inh: 19%; POLI inh: 84%[activator]; Pol kappa inh: -7%; APE1 inh: 0%; Anesthetic bind: 9%; BAZ2B inh: -3%

What do the screens show for `O=C(COC(=O)Cc1ccsc1)Nc1cccc(F)c1`?
POLH inh: -7%; G9a inh: 12%[12.7 µM]; POLI inh: -3%; Pol kappa inh: -9%; APE1 inh: 5%; BAZ2B inh: 6%

What do the screens show for `CC1=NOC(=O)/C1=C/c1ccc(O)c(Br)c1`?
Pol beta inh: 9%; BLM inh: 0%; POLH inh: inconclusive; G9a inh: 45µM*; POLI inh: inconclusive; Pol kappa inh: -5%; APE1 inh: 23%; Anesthetic bind: -4%; BAZ2B inh: 56µM*

How did COc1ccc(C(=O)NC(=O)COC(=O)c2ccc(C)o2)cc1 do in these assays?
POLH inh: 0%; G9a inh: -10%[12.7 µM]; POLI inh: 26%; Pol kappa inh: 9%; APE1 inh: -13%; BAZ2B inh: 14%

Results for CCC1=NN(C(=O)C(=O)NCCc2ccccc2)C(O)(C(F)(F)F)C1 (configuration not stated) ?
Pol beta inh: -3%; BLM inh: 1%; POLH inh: -9%; G9a inh: -23%; POLI inh: 5%; Pol kappa inh: -4%[60.1 µM]; APE1 inh: 0%; Anesthetic bind: -7%; BAZ2B inh: 6%

How did C=CCN1C2CCCC1CC(NC(=O)Nc1cc(C)cc(C)c1)C2 (configuration not stated) do in these assays?
Pol beta inh: 12%; BLM inh: 0%; POLH inh: -5%; POLI inh: 73%[activator]; Pol kappa inh: 0%; APE1 inh: 11%; Anesthetic bind: -4%; BAZ2B inh: -6%

How did CS(=O)(=O)Oc1ccc2c(c1)O/C(=C\C=C\c1ccccc1)C2=O do in these assays?
Pol beta inh: 24%; BLM inh: -15%; POLH inh: -12%; G9a inh: inconclusive; POLI inh: 67%[activator]; Pol kappa inh: 5%; APE1 inh: 6%; Anesthetic bind: -5%; BAZ2B inh: inconclusive

How did CN(C)S(=O)(=O)c1ccc(S(=O)(=O)N(CC(=O)Nc2ccccc2)Cc2ccco2)cc1 do in these assays?
Pol beta inh: 18%; BLM inh: -2%; POLH inh: -6%; G9a inh: -33%; POLI inh: 9%; Pol kappa inh: -17%; APE1 inh: -3%; Anesthetic bind: -12%; BAZ2B inh: -23%
